SDO1 yeast rescue: restores growth of sdo1-depleted yeast | S. cerevisiae sdo1-depleted JHY4D growth rescue, OD600 30 h; active compounds read high; pdr5 snq2 efflux-pump mutant strain | z-score at 10 µM | actives 0.21% (n = 140,000) | AID 817;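 active means z-score above 3 at both the 24 hr and the 30 hr optical density reads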;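 further: z-score against mean and SD of all compound wells on the same plate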
INS promoter inh: TRM-6 insulin promoter activity inhibition | TRM-6 cells (human fetal islet line), insulin promoter-eGFP reporter, imaging; reporter expression induced with tamoxifen | inhibition, % at 2 µM | actives 0.9% (n = 130,000);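 active means inhibition above the mean plus 3 SD, with well images judged a real hit on visual review, cut at about 60% in these data, passing the limit was not always enough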
SDO1 yeast rescue Rescue 24 h: further read-out of SDO1 yeast rescue, marked with its call; z-score; S. cerevisiae sdo1-depleted JHY4D growth rescue, OD600; measured here: growth rescue at 24 h;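 0 is the plate mean of compound wells and units are plate SD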
Numbers without * were called inactive; i = inactive; . = not tested or not shown. These rows are one share of the data; the hit share may differ from the screen's.

item	mol	SDO1 yeast rescue	SDO1 yeast rescue Rescue 24 h	INS promoter inh
1	CCOC(=O)C1CCCN(C(=O)Cn2cnc3c2c(=O)n(C)c(=O)n3C)C1 (stereo not given)	-0.05	-0.78	.
2	CCOC(=O)c1c(-c2ccccc2)csc1NC(=O)CCN1CCOCC1	-0.95	-0.81	-28.6
3	O=C(/C=C/c1ccccc1Cl)NCc1cccs1	0.18	0.16	-177.8
4	CC(C(=O)NCc1ccco1)n1cc([N+](=O)[O-])cn1 (stereo not given)	.	.	0.0
5	CN(C)C(C)(C)C#CCCCCC#CC(C)(C)N(C)C	0.74	0.67	70.7*
6	Cc1ccc(N/N=C/c2c(O)cc(C)oc2=O)cc1	-1	-1.1	17.2
7	O=C(O)C1(NS(=O)(=O)c2ccc(F)c(Cl)c2)CCCCC1	1.04	1.06	-15.0
8	O=S(=O)(Nc1ccc2c(c1)OCO2)c1cccs1	1.4	1.5	.
9	CC(C)(C)N(NC(=O)Nc1ccc(F)cc1)C(=O)c1ccccc1	1.34	0.37	27.0
10	CCOC(=O)c1[nH]n(-c2ccc(Cl)cc2)c(=O)c1C	1.54	0.96	19.5
11	COc1ccccc1-c1nc(C#N)c(N2CCN(c3ccccc3)CC2)o1	-0.54	-0.55	31.0
12	O=C(CP(=O)(CO)CO)c1ccc(Cl)cc1	0.75	0.65	.
13	COC(=O)[C@H]1C[C@@H]1[C@H](NS(=O)(=O)c1ccccc1)c1ccccc1	-0.05	-0.29	18.2
14	Cc1cc2cc(C(c3nnnn3C3CCCC3)N(Cc3cccnc3)Cc3ccco3)c(=O)[nH]c2cc1C (stereo not given)	-0.29	-0.57	13.3
15	CCSc1nnc(NC(=O)NCC(F)(F)F)s1	-0.9	-0.84	.
16	O=C(c1ccccc1)c1ccc(CN2C(=O)c3ccccc3C2=O)o1	-0.26	-0.12	-394.1
17	CCCCCCN1C(=O)C(O)=C(C(C)=O)C1c1ccc(Cl)cc1 (stereo not given)	-0.17	-0.62	-3.6
18	Cc1ccc(-c2nnn(CC(=O)NCC3COCCO3)n2)o1 (stereo not given)	2.08	1.92	27.8
19	CN(C)S(=O)(=O)c1ccc(C(=O)Oc2ccccc2)cc1	-1.12	-0.56	-38.5
20	Nc1ccc(Cc2ccc(N)c(O)c2)cc1O	.	.	-38.9
21	Cc1nc(NC(=O)c2ccccc2)sc1-c1csc(NCc2ccco2)n1	-2.08	-1.22	-13.8
22	CCOC(=O)C1CCN(Cc2nc3ccccc3c(=O)n2-c2ccc(F)cc2)CC1	-0.58	0.6	-28.6
23	O=c1ccnc(SCn2nnc3ccccc3c2=O)[nH]1	0.51	0.19	23.6
24	CN(C)c1nc(Nc2ccccc2)nc(Oc2ccc(=O)[nH]n2)n1	0.47	-0.07	-5.3
25	O=C(O)/C=C/C(=O)Nc1cccnc1	1.8	2.53	.
26	O=C(COC(=O)c1ccccc1)NCCC1=CCCCC1	.	.	66.7
27	O=C(Cc1ccccc1)Nc1c2c(nn1-c1cccc(Cl)c1)CS(=O)(=O)C2	0.16	0	-90.9
28	O=C(O)C1CC=CCC1C(=O)Nc1ccccc1C(=O)N1CCN(c2ccc(F)cc2)CC1 (stereo not given)	1.35	0.65	.
29	O=C(NCCNC(=O)C1CC2CCC1C2)C1CC2CCC1C2 (stereo not given)	0.23	0.06	-16.2
30	O=C1CN(C(=O)COC(=O)Cc2ccsc2)c2ccccc2N1	0.22	-0.42	-41.7
31	Cc1ccsc1-c1nc(CSCC(=O)NCc2ccc3c(c2)OCO3)c(C)o1	-1.28	-0.61	.
32	COC(=O)C1=C(C)NC(=O)CC1c1ccccc1 (stereo not given)	0.28	-0.36	16.3
33	O=C(CCN1C(=O)C2C3CCC(C3)C2C1=O)OCC(=O)c1cccc([N+](=O)[O-])c1 (stereo not given)	0.21	-0.07	25.5
34	Cc1ccc(C)c(NS(=O)(=O)c2ccc(NC(=O)CSc3ccc(Cl)cc3)cc2)c1	-0.93	-1.13	15.4
35	O=C(Nc1ccc(F)cc1)C(c1ccccc1)N1CCN(S(=O)(=O)c2ccc3ccccc3c2)CC1 (stereo not given)	0.36	-0.47	.
36	CN=C(NC#N)NCCSCc1nc[nH]c1C	-0.69	-0.08	4.5
37	O=C(c1ccco1)N1CCN(Cc2nc3cc(Cl)ccc3c(=O)[nH]2)CC1	.	.	7.1
38	COCCn1c(-c2ccccc2)nc(=S)c2c1CC(C)(C)OC2	0.24	0.06	-49.1
39	N=c1ncn(Cc2ccccc2)c2nc(SCCOc3ccccc3)[nH]c12	-0.92	-1.06	.
40	Brc1ccc(C2=Nn3c(nnc3-c3n[nH]c4c3CCC4)SC2)cc1	-2.08	-1.34	i
41	CC(C)(C)c1cn(-c2ccccc2)c(=S)[nH]1	-0.2	-0.31	-20.0
42	CCCn1c(SCc2nc3sc(C)c(C)c3c(=O)[nH]2)nc2ccccc2c1=O	-1.45	-0.13	.
43	O=C(NCCN1CCN(c2cccc(Cl)c2)CC1)C1CCCN(S(=O)(=O)c2cnc[nH]2)C1 (stereo not given)	-0.13	-0.11	.
44	Cc1ccc(NC(=O)C2C3CCCC2C3c2ccccc2)cc1C (stereo not given)	0.54	0.88	5.7
45	O=C(CCN1CCN(c2ccccc2)CC1)Nc1ccccc1F	0.34	0.22	44.8
46	CCOC(=O)N1CCC(N2CCN(Cc3ccccc3)C(CCO)C2)CC1 (stereo not given)	.	.	21.4
47	Clc1ccc(N/N=C/c2ccncc2)cc1Cl	-2.1	-1.38	-7.4
48	COc1nc(Oc2ccc(/C=N/O)cc2)nc(N(C)C)n1	0.2	0.34	-7.9
49	C=CCOc1ccccc1CN1CCSCC1	0.63	1.03	.
50	N/C(=N/O)c1nc(N2CCCC2)nc(N(c2ccccc2)c2ccccc2)n1	-1.23	-0.51	-71.4

(list continues)
item	mol	SDO1 yeast rescue	SDO1 yeast rescue Rescue 24 h	INS promoter inh
51	CCC(=O)Nc1cc(-c2nn(CC(=O)N3CCCCC3)c(=O)c3ccccc23)ccc1N1CCOCC1	-0.52	-0.02	-3.3
52	O=C1c2ccccc2NC(c2ccccc2Cl)N1N=C1CCCCCC1 (stereo not given)	-1.55	-1.91	11.5
53	CC(O)CNc1ccc([N+](=O)[O-])cc1S(=O)(=O)N1CCOCC1 (stereo not given)	.	.	-14.3
54	Clc1cccc(Cl)c1Cn1cnc2c(NCc3ccco3)ncnc21	-0.16	0.64	10.0
55	CC1=CC(=C(C#N)C#N)C=C(C)N1CCN1CCNCC1	.	.	-6.7
56	COc1ccc(CCNC(=O)C2CC(=O)N(c3ccc(F)cc3)C2)cc1OC (stereo not given)	0.49	-0.04	.
57	CC(=O)c1ccc(O)c(CSc2nncn2C)c1	.	.	-100.0
58	Cc1ccc(SCc2cc(=O)[nH]c(N3CCN(C)CC3)n2)cc1	1.02	-1.14	52.8
59	CCCC(=O)Nc1nc2c(c(=O)[nH]1)CCCC2	1.55	1.58	-7.1
60	CC(NC(=O)/C(C#N)=C1\N=C(NC(=O)c2cccs2)c2ccccc21)c1ccccc1 (stereo not given)	-0.26	0.37	-78.8

One compound at a time (already shown). Order of values: SDO1 yeast rescue	SDO1 yeast rescue Rescue 24 h	INS promoter inh
CCC(=O)Nc1cc(-c2nn(CC(=O)N3CCCCC3)c(=O)c3ccccc23)ccc1N1CCOCC1 is listed with -0.52	-0.02	-3.3
Clc1cccc(Cl)c1Cn1cnc2c(NCc3ccco3)ncnc21 is listed with -0.16	0.64	10.0
CC1=CC(=C(C#N)C#N)C=C(C)N1CCN1CCNCC1 is listed with .	.	-6.7
O=C1c2ccccc2NC(c2ccccc2Cl)N1N=C1CCCCCC1 (stereo not given) is listed with -1.55	-1.91	11.5

The results go on.
item	mol	SDO1 yeast rescue	SDO1 yeast rescue Rescue 24 h	INS promoter inh
61	O=C(NCCc1c[nH]c2ccccc12)c1ccc([N+](=O)[O-])cc1	0.22	-0.67	.
62	Cc1ccc(NC(=O)C(c2ccc(Cl)cc2)N2CCCCC2)cc1 (stereo not given)	-0.69	0.04	.
63	COc1cccc(C(=O)c2c(C)c(CCC#N)n3ccccc23)c1	.	.	58.8
64	CCOc1cc(/C=N\NC(=O)c2ccc(NC(=O)C(C)(C)C)cc2)ccc1OC(=O)c1ccc(OC)cc1	-1.29	0.2	-17.9
65	Cc1cc(C(=O)COC(=O)c2cccnc2Cl)c(C)n1-c1c(C)n(C)n(-c2ccccc2)c1=O	.	.	-27.3
66	Cc1cc(NC(=O)CSc2cc(Cl)ccc2Cl)n(-c2ccccc2)n1	-0.76	-1.15	.
67	COc1ccnc(Oc2ccccc2)c1C(=O)N/C=N/OCc1ccc(F)cc1Cl	-1.11	-1.11	35.3
68	CCN1CN(Cc2ccccc2)CNC1=S	0.59	-0.43	.
69	CCCOc1ccc(-c2nc(=S)[nH][nH]2)cc1	0.94	0.51	43.3
70	Cc1ccc(/C=C2\SC(=S)N(CCC(=O)NNC(=O)c3cccnc3)C2=O)cc1	-0.99	-0.24	.

The listing continues.
Results follow in this order: SDO1 yeast rescue | SDO1 yeast rescue Rescue 24 h | INS promoter inh
71) Cc1ccc(SCc2[nH]nc3c2C(C(C)C)C(C#N)=C(N)O3)cc1 (stereo not given)
 : -1.17 | -0.87 | -17.1
72) Cc1cccc(N2CCN(C(=O)c3cccc(S(=O)(=O)N4CCc5ccccc5C4)c3)CC2C)c1 (stereo not given)
 : -0.46 | -0.24 | .
73) CCC(C(=O)NCc1ccco1)N(C(=O)CNS(=O)(=O)c1ccccc1)C1CCCCC1 (stereo not given)
 : -0.05 | -0.8 | 17.1
74) Cc1cccc(-n2c(SCC(=O)Nc3ccc4c(c3)OCO4)nnc2-c2ccoc2C)c1
 : -0.58 | 0.49 | .
75) CCNC(=O)OCc1cn(-c2ccccc2)nn1
 : . | . | 63.0
76) CCCC(=O)C1=C(SCC)CC(C)(C)C(C(=O)OC)C1=O (stereo not given)
 : 0.16 | 0.21 | -11.5
77) O=C(COc1ccccc1Br)NCc1ccco1
 : -0.17 | -0.34 | -238.9
78) CN(C)S(=O)(=O)c1ccc(N2CCCC2)c(C(=O)Nc2nc3ccc(F)cc3s2)c1
 : -1.13 | -0.54 | -38.5
79) Cc1ccnc(NC(=O)CS(=O)(=O)Cc2ccccc2)c1
 : -0.08 | -1.15 | i
80) COc1cc(OC)cc(C(=O)NCc2ccc3[nH]c(C)cc3c2)c1
 : . | . | 33.3
81) C=CCn1c(SCC(=O)c2cccs2)nnc1-c1cccc(OC)c1
 : -1.5 | -1.58 | .
82) CCNC(=S)N/N=C/c1cc(C)ccc1C
 : -0.19 | 0.36 | -53.1
83) Cc1ccc(S(=O)(=O)c2c(N)n(Cc3ccco3)c3nc4ccccc4nc23)cc1C
 : -0.85 | -0.34 | -40.5
84) Cc1ccc(S(=O)(=O)c2nc(C)oc2NCc2ccccc2)cc1
 : -0.43 | -0.91 | 50.7
85) COc1ccc(/C=C2/N=C3CCCCCN3C2=O)cc1OC
 : 0.11 | -0.61 | 6.5
86) CCCOc1ccc(NC(=O)CC2Nc3ccccc3NC2=O)cc1 (stereo not given)
 : . | . | 7.1
87) CC(C)C(OC(=O)c1cc2sccc2n1C)C(=O)NCC1CCCO1 (stereo not given)
 : -0.13 | -0.07 | .
88) Cc1cnc(NC(=O)C2=C(O)c3ccccc3S(=O)(=O)N2C)s1
 : 0.04 | -0.32 | 18.2
89) COC(=O)c1c(NC(=O)c2ccco2)sc(C(=O)N2CCCC2)c1C
 : 0.05 | -0.08 | 11.8
90) Cc1onc(-c2ccccc2)c1C(=O)NCCc1c[nH]c2ccccc12
 : -0.75 | -0.31 | 36.4

Structures from the list above containing a nitro group on carbon, in the order listed:
Results follow in this order: SDO1 yeast rescue | SDO1 yeast rescue Rescue 24 h | INS promoter inh
4) CC(C(=O)NCc1ccco1)n1cc([N+](=O)[O-])cn1 (stereo not given)
 : . | . | 0.0
33) O=C(CCN1C(=O)C2C3CCC(C3)C2C1=O)OCC(=O)c1cccc([N+](=O)[O-])c1 (stereo not given)
 : 0.21 | -0.07 | 25.5
53) CC(O)CNc1ccc([N+](=O)[O-])cc1S(=O)(=O)N1CCOCC1 (stereo not given)
 : . | . | -14.3
61) O=C(NCCc1c[nH]c2ccccc12)c1ccc([N+](=O)[O-])cc1
 : 0.22 | -0.67 | .

Other results follow.
Results follow in this order: SDO1 yeast rescue | SDO1 yeast rescue Rescue 24 h | INS promoter inh
91) Cc1cc(C)nc(NC2=NCCN2C(=O)NC2CCCCC2)n1
 : 0.11 | 0.45 | -14.7
92) COc1ccc(NC(=O)CSc2nnc(Cn3c(=O)sc4ccccc43)n2C)cc1OC
 : 0.3 | -0.12 | .
93) COc1cc(OC)cc(C(=O)n2cnnc2N)c1
 : 0.33 | 0.3 | -18.8
94) CCCCNC(=S)NC1CCCC1
 : -0.06 | -0.8 | .
95) Cc1nc(CSc2nnc(N)s2)cs1
 : . | . | 64.3
96) COC(=O)c1sccc1NC(=S)N1CCCCC1
 : 0.47 | 0.64 | 20.8
97) O=C(Cn1cnc2ccccc2c1=O)NCCC(=O)N1CCN(c2ccccc2)CC1
 : 0.02 | -0.34 | 29.0
98) Fc1ccccc1/C=N/Nc1nn[nH]n1
 : -0.02 | 0.09 | .
99) Cc1ccc(NC(=O)CN2C(=O)NC(Cc3ccccc3)C2=O)cc1 (stereo not given)
 : . | . | -38.5
100) C=CCn1c(SCC(=O)N2CCc3ccccc3C2)nnc1-c1ccncc1
 : 0.17 | -0.47 | 35.7
101) COc1cccc(OCC(Cn2cnc3ccccc32)OC(C)=O)c1 (stereo not given)
 : . | . | -5.0
102) COc1ccc2nc(NC(=O)Cn3cnc4c(=O)n(C)c(=O)n(C)c43)sc2c1
 : 0.3 | -0.24 | -23.5
103) c1ccc(CSc2n[nH]c(-c3ccco3)n2)cc1
 : -0.71 | -0.76 | 14.3
